Bioassay records as filed in PubChem BioAssay.
aSyn yeast inh = rescues yeast growth from alpha-synuclein toxicity; Potency, µM (top dose mostly 46.1 µM), for the others: at the top dose growth rescue (activation), actives largely listed as activators; AID 652106; Yeast expressing alpha-synuclein, growth rescue, BacTiter-Glo, 24 h; 370,000 tested, 0.14% active; also: potency is read from the fitted curve at half-maximal effect; % of control where 0% means no effect; nearly all actives have a fitted effect of over 65% in size
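Screening used galactose-induced yeast with toxic alpha-synuclein levels, exposed to compound for 24 hr at 30 deg C. Cell growth, read with BacTiter-Glo luminescence, gave the measured signal.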
FUS yeast rescue = suppressors of FUS proteinopathy in yeast; 390,000 tested, 0.24% active; Potency, µM (doses to about 76.6 µM), for inactives: at the top dose growth rescue (activation), most hits filed as activators; S. cerevisiae FUS-expressing, growth rescue, OD600, 24 h;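 also: potency is read from the fitted curve at half-maximal effect; plate controls were DMSO vehicle for no effect and reference control for full effect; nearly all actives have a fitted effect of over 55% in size; some results filed as inactive show a strong effect at the top dose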
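Cultures pregrown in 2.5% raffinose medium are shifted to minimal medium containing 2% galactose to express toxic FUS. Compounds are tested at several concentrations. After 24hr at 30C, growth is quantified at 600 nm absorbance.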
EPAC2 antag = EPAC2 (human) antagonism; Potency, µM (doses to about 114 µM), for the others: top-dose activity, negative = inhibition, most hits filed as inhibitors; EPAC2 GEF exchange of Rap1B-BODIPY-GDP, fluorescence; AID 720708; Q8WZA2; 360,000 tested, 0.18% active; also: potency is read from the fitted curve at half-maximal effect; % is scaled to controls: 0 for no effect and ±100 for the full control effect; nearly all actives have a fitted effect of over 45% in size; many of its hits are not listed in these tables
D3 ag = agonists of human D3 dopamine receptor; AID 652048; 410,000 tested, 0.58% active; P35462; max activation, %; D3R DiscoveRx beta-arrestin cells, luminescence, 90 min; in the data active = max activation above about 30%; also: 0% is about no effect; mostly tested at two doses, the higher about 12 µM
Target sequence (P35462 whole entry, looked up): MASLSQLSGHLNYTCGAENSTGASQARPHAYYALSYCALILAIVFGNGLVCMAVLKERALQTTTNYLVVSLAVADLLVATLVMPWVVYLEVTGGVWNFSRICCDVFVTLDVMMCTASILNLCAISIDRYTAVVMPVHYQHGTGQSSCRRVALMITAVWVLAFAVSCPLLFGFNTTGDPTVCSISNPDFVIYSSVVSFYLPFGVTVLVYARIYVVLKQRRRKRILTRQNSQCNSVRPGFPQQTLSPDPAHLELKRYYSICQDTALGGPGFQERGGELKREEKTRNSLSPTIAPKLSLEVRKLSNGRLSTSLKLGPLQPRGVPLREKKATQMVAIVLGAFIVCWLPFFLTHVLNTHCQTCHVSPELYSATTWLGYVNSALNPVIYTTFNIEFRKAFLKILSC
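Agonist mode: compounds and dopamine controls were applied to plated cells for 90 min at 37 degrees C after an overnight attachment at 1500 cells/well. Luminescent read-out followed 30 - 60 minutes at room temperature with DiscoveRx detection reagent.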
DRD3 antagonist = D3 dopamine receptor (human) antagonism | P35462 | D3R cells, DiscoveRx beta-arrestin luminescence, antagonist mode; stronger effect = lower value | max response, negative = inhibition, % | 360,000 tested, 2.5% active | AID 652054; in the data active = max response below about -50%; inconclusive = no clear call, values can overlap the other calls; also: % is scaled to controls: 0 for no effect and ±100 for the full control effect; mostly tested at two doses, the higher about 12 µM
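Cells expressing the human receptor were seeded at 1500 cells/well, incubated overnight at 37 degrees C in 5% CO2, then exposed to library compounds with dopamine controls for 90 minutes at 37 degrees C before luminescent detection.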
TDP-43 yeast inh = inhibitors of TDP-43 toxicity in yeast; Potency, µM (top dose mostly 46.1 µM), for the others: at the highest dose growth rescue (activation), hits mostly activators; TDP-43 expressing yeast growth rescue, BacTiter-Glo, 24 h; 410,000 tested, 1.8% active; AID 652104; also: potency is read from the fitted curve at half-maximal effect; % of control where 0% means no effect; nearly all actives have a fitted effect of over 50% in size
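Galactose-induced TDP-43 yeast, OD600=0.02, compound pinned; 24 hr, 30 deg C; BacTiter-Glo luminescence for growth. Inhibitors of TDP-43 toxicity read as activators.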
EPAC2 agonist = activates human EPAC2 exchange factor. EPAC2 activation, biochemical qHTS; response scale: 100% = 6.5 mM cAMP response. AID 720711. 360,000 tested, 0.079% active. Potency, µM (highest dose often 154 µM), without a hit: at the highest dose activation, most hits filed as activators. Q8WZA2; also: potency is read from the fitted curve at half-maximal effect; nearly all actives have a fitted effect of over 50% in size
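EPAC2 (100 nM) mixed with Rap1B loaded with BODIPY-GDP (250 nM) plus 50 uM unlabeled GDP; compounds pinned in, 5 min RT, then read every 5 min for 30 min (ex 480, em 540 nm). Normalized to cAMP control.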
Abeta yeast res = restores growth of yeast expressing A-beta42 peptide; Potency, µM (top dose mostly 46.1 µM), for inactives: at the highest dose growth rescue, usual class: activators; yeast expressing A-beta42, growth rescue, OD600, 48 h; response scale: 0% DMSO, 100% iron-clioquinol control; 410,000 tested, 0.063% active; AID 1347071; also: potency is read from the fitted curve at half-maximal effect; nearly all actives have a fitted effect of over 55% in size
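Yeast growth medium received pinned compounds, then yeast cells expressing toxic A-beta were added; plates incubated at 30 C for 48 hr. Growth read as absorbance at 600 nm, normalized to DMSO and equimolar FeCl3 plus clioquinol controls.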
Numbers without * were called inactive; ? = inconclusive; nt = no result given; [ ] = remark or other dose. Unless noted, calls follow the shape of the dose curve; as a rule, active = well fitted curve in the direction sought with a large enough effect; inconclusive = small, poorly fitted or top-dose-only effect, or another doubt; inactive = no such curve, though single readings can be large; an effect the other way counts as inactive or inconclusive. Only part of the results is shown, so the mix of outcomes need not match the whole.

#	structure	D3 ag	Abeta yeast res	aSyn yeast inh	TDP-43 yeast inh	FUS yeast rescue	DRD3 antagonist	EPAC2 agonist	EPAC2 antag
1	COc1ccc(S(=O)(=O)NCc2ccc3c(c2)OCO3)cc1C	-22	-12%	3%	?	-2%	-15	14%	2%
2	COc1ccc(-c2nc3ccccc3n3c(-c4cccc(C)c4)c4c(=O)n(C)c(=O)n(C)c4c23)cc1	-10	2%	nt	?	20%	nt	nt	nt
3	O=C(Cc1ccccc1)N/N=C/c1cc(Br)cc(Br)c1O	-24	-2%	0%	-23%	21%	-28	2%	4%
4	O=C(Cn1ncn2c(cc3ccccc32)c1=O)NCCc1cccs1	-2	13%	-5%	8%	-20%	-5	7%	8%
5	COc1ccc(COc2ncnc3ccc(Br)cc23)cc1F	-9	?	24%	9%	4%	-11	10%	2%
6	CC1(c2ccccc2)NC(=O)N(CC(=O)Nc2cccc(/C=C/c3ccccn3)c2)C1=O (stereo unspecified)	-10	1%	-5%	-12%	25%	11	11%	-19%
7	CC(=O)Nc1c(C)nn(-c2ccccc2)c1N1CCC(C(=O)NCc2cccc(F)c2)CC1	2	-4%	nt	8%	22%	nt	nt	nt
8	O=C(NCc1ccccc1)/C(=C/c1ccco1)NC(=O)c1ccco1	-5	5%	-2%	4%	-4%	0	4%	2%
9	CCc1ccc(OCC(=O)O/N=C(\N)Cc2ccc([N+](=O)[O-])cc2)cc1	2	-4%	-8%	?	-15%	-3	8%	4%
10	CCOC(=O)C(NC(=O)c1ccccc1)(Nc1nnc(C)s1)C(F)(F)F (stereo unspecified)	1	7%	-3%	-18%	-14%	10	0%	-6%
11	CN(CC(=O)Nc1ccc(Cl)c(C(F)(F)F)c1)C(=O)Cc1cccs1	-4	5%	11%	0%	-3%	-6	9%	-12%
12	O=C(CCSc1ccccc1)N1CCN(c2ccccc2)CC1	10	-9%	13%	-5%	18%	-12	3%	4%
13	COc1ccc(NC(=O)COCc2cc(-c3ccco3)on2)cc1Cl	-16	-25%	nt	-12%	5%	nt	nt	nt
14	Cc1ccc(Nc2ncccc2C(=O)O)cc1C	-16	-9%	1%	9%	-26%	-20	6%	6%
15	CCOC(=O)N1CCC(NC(=O)Cn2cc3c(n2)CCCC3)CC1	5	1%	-2%	6%	-18%	7	11%	1%
16	COc1cccc(CNC(=O)C(C)n2c(=O)cc(-c3ccccc3)c3c(C)nn(C)c32)c1 (stereo unspecified)	-12	0%	nt	22µM*	14%	nt	nt	nt
17	C/C=C/C(=O)N[C@@H]1c2ccccc2CC[C@@H]1OCc1ccccc1	-48	-5%	-2%	7%	-24%	?	-1%	-11%
18	O=C(CN1C(=O)c2ccccc2C1=O)Oc1ccc(Cl)cc1	-2	8%	4%	?	-7%	-9	3%	-13%
19	c1ccc(NCc2nc(-c3ccccc3)no2)cc1	1	6%	0%	-5%	4%	-11	-7%	-2%
20	CC[C@H]1c2[nH]c3ccccc3c2C[C@H]2C(=O)N(c3ccc(F)cc3)C(=O)N21	6	-25%	1%	0%	-3%	15	-3%	-10%
21	COc1ccccc1NC(=O)OC(C)c1ccc(Cl)cc1 (stereo unspecified)	0	5%	2%	12%	-1%	-5	23%	-14%
22	CCOC(=O)c1c(NS(=O)(=O)c2ccc(Br)cc2)sc2c1CCC2	1	-15%	25%	3%	11%	-17	4%	-5%
23	CCc1ccc(NC(=O)Cc2ccc(-n3cccc3)cc2)cc1	2	11%	0%	22%	nt	25	-7%	6%
24	COCCn1c(CNC(=O)c2ccccc2C)nc2cccnc21	11	-2%	nt	3%	-8%	nt	nt	nt
25	Cc1ccc(C(=O)c2ccc(C)cc2)cc1	2	1%	-1%	nt	9%	23	7%	-26%
26	Cc1cc(SCc2ccc([N+](=O)[O-])cc2)nc(=O)[nH]1	1	-5%	2%	12%	16%	18	0%	-10%
27	COc1ccc(-c2cn(-c3ccc(C)cc3C)c(=O)[nH]2)cc1OC	3	1%	-2%	?	-9%	-1	14%	-11%
28	CCOC(=O)C1=C(C(=O)OCC)N(CC)CCC1=O	-6	0%	-3%	-3%	-12%	-11	3%	-2%
29	COC(=O)c1ccc(NC(=O)C2CCN(c3ncnc4c3nc3n4CCCCC3)CC2)cc1	-3	-12%	nt	0%	9%	nt	nt	nt
30	Cc1cc(NC(=O)COC(=O)COc2ccc(C(=O)c3ccccc3)cc2)no1	9	?	4%	3%	-9%	18	-4%	-4%
31	Cc1ccccc1C(=O)O/N=C(\N)c1cccc([N+](=O)[O-])c1	-6	-5%	-17%	?	22%	-12	8%	9%
32	O=C(CSc1nc(NS(=O)(=O)c2ccccc2)cc(=O)[nH]1)Nc1ccccc1C(F)(F)F	-1	-15%	-2%	-3%	14%	-7	8%	-3%
33	O=C(NCCS(=O)(=O)NCc1ccc(Cl)cc1)c1ccccc1	-16	-7%	4%	-21%	8%	-8	-1%	7%
34	CN1CCN(C(=S)Nc2ccc(Oc3ccccc3)cc2)CC1	-2	-17%	10%	-3%[0.397 µM]	4%	-4	-2%	10%
35	CCCN1C(=O)COc2ccc(C(=O)c3ccccc3C(=O)O)cc21	3	-9%	3%	-17%	-6%	6	4%	0%
36	CC(C(=O)NCCS(=O)(=O)c1ccc(Br)cc1)S(=O)(=O)c1ccc(Cl)cc1 (stereo unspecified)	1	-18%	0%	-25%	17%	-6	19%	-8%
37	O=C(CSc1ccc2c(c1)OCCO2)Nc1cccnc1	-3	-20%	1%	-17%[0.397 µM]	19%	-1	7%	-8%
38	CCOc1ccc(CCNC(=O)C2CCCN(c3nnc(-n4cccc4)s3)C2)cc1OCC (stereo unspecified)	4	3%	8%	22%	14%	4	-7%	1%
39	Cc1ccc(NC(=O)CNC2CCS(=O)(=O)C2)cc1C (stereo unspecified)	4	-3%	-4%	-2%	-14%	10	-2%	0%
40	O=C(NCc1ccncc1)c1cc2ccccc2nc1Cl	-9	-1%	0%	-7%	0%	0	-1%	9%
41	O=C(Nc1ccccc1C(=O)N1CCOCC1)C1COc2ccccc2O1 (stereo unspecified)	14	1%	-3%	-18%	37%	-2	15%	-7%
42	CCC(=O)N1CCc2cc(CNC(=O)Nc3cc(Cl)ccc3C(=O)OC)ccc21	-18	-10%	nt	14%	?	nt	nt	nt
43	CC(C)c1ccc(NC(=O)C(c2ccc3c(c2)OCO3)N2CCCCC2)cc1 (stereo unspecified)	-3	5%	10%	15%	-7%	1	-3%	4%
44	O=C(CSc1nc2ccccc2c(=O)n1CC1CCCO1)Nc1ccc(F)cc1 (stereo unspecified)	12	7%	0%	7%	13%	4	12%	-6%
45	COc1ccc2cc3c(N)nn(C(=O)C4CCC(C(C)(C)C)CC4)c3nc2c1 (stereo unspecified)	4	2%	-2%	12%	-11%	-14	-11%	-6%
46	O=C(NCCN1CCN(C(=O)c2c(F)cccc2F)CC1)C(=O)Nc1ccc(Cl)cc1	11	-6%	3%	11%	nt	24	0%	2%
47	CC1CCN(C(=O)c2[nH]cnc2C(=O)Nc2ccccc2F)CC1	-3	-2%	9%	16%	3%	-14	5%	8%
48	COc1ccc(CN2CCCCCC2)cc1	-8	1%	2%	9%	-18%	-3	4%	2%
49	CC(=O)N1CCOc2ccc(S(=O)(=O)N3CCC(C(=O)Nc4ccc(F)cc4)CC3)cc21	1	10%	2%	9%	11%	15	4%	2%
50	Cc1cccc(NC(=O)C2NC(=O)CC2c2ccccc2)c1C (stereo unspecified)	-6	-3%	1%	-1%	-16%	?	13%	9%
51	CN(C)CCNC(=O)c1cccc(-c2cnc3c(NC=O)cc(-c4cccc(C(F)(F)F)c4)cn23)c1	-9	-8%	-3%	9%	21%	0	1%	?
52	Cc1ccc(OCC(=O)Nc2oc(-c3ccccc3)c(-c3ccccc3)c2C#N)cc1	8	8%	5%	-8%	14%	-27	0%	-1%
53	Nc1nc(SCc2ccccc2)c2ncn(C3CCCO3)c2n1 (stereo unspecified)	5	5%	1%	-5%	-4%	2	4%	3%
54	CC(NC(=O)C1CC1)c1ccc(-c2ccccc2)cc1 (stereo unspecified)	-7	-12%	-6%	13%	-18%	36	0%	-3%
55	COc1ccc(NC(=O)CN(C)S(=O)(=O)c2cnc[nH]2)cc1OC	1	-3%	8%	12%	-1%	1	6%	-3%
56	CC(=O)c1cccc(NC(=O)C2CCCC2)c1	-2	7%	0%	4%	-7%	30	15%	14%
57	CC1(NC(=O)CCc2nc3ccccc3c(=O)[nH]2)CCS(=O)(=O)C1 (stereo unspecified)	-1	-11%	-1%	-2%	-5%	-6	8%	-1%
58	CCOc1ccc(CCNC(=O)c2cc3sccc3n2C)cc1OCC	1	23%	0%	?	nt	13	9%	3%
59	CCCc1nc(N2CCOCC2)c(C#N)c2c1CCCC2	4	-21%	3%	?	16%	39	-5%	-14%
60	CC(O)c1cccc(NC(=O)CC(c2ccccc2)c2ccccc2)c1 (stereo unspecified)	-4	-11%	2%	-3%	20%	-14	5%	6%

Remaining list, next part
#	structure	D3 ag	Abeta yeast res	aSyn yeast inh	TDP-43 yeast inh	FUS yeast rescue	DRD3 antagonist	EPAC2 agonist	EPAC2 antag
61	CCc1nn(CC(=O)NCCN2CCN(C)CC2)c(=O)c2cc3occc3n12	-9	3%	1%	4%	1%	0	-6%	-1%[57.1 µM]
62	Clc1ccc(CN2CCC(CNc3ncnc4onc(-c5ccc(Cl)cc5)c34)CC2)cc1	-14	18%	nt	4%	10%	nt	nt	nt
63	COc1cccc(NC(=O)C2(C)CCN2C(=O)CCc2ccc(Cl)cc2Cl)c1 (stereo unspecified)	-5	8%	?	?	39%	-60*	20%	3%
64	O=C(O)C(Oc1ccc(Cl)cc1)c1ccc(Cl)cc1 (stereo unspecified)	9	?	9%	16%	2%	2	1%	21%
65	CCOP(=O)(OCC)C(NC(=O)Nc1c(C)cc(C)cc1C)c1ccccc1 (stereo unspecified)	6	3%	1%	-4%	24%	4	5%	6%
66	O=C(/C=C/c1ccco1)NC1=NCCS1	-6	16%	-5%	14%	7%	-2	11%	-4%
67	COc1ccccc1CN1[C@@H](CC(=O)O)c2cc(F)ccc2S1(=O)=O	-8	1%	3%	4%	-19%	-12	11%	-6%
